NPYLR7 ag: mosquito NPYLR7 agonism; HEK293T NPYLR7/Galpha15, GCaMP6s calcium fluorescence; activation, % at 10 µM; hit rate 0.15% among 270,000; AID 1259423; in the data active means activation above about 40%;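 further: 0% = vehicle and 100% = reference agonist at the receptor; some compounds past the cut are filed as inactive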
hcGAS inh: inhibitors of human cGAS; recombinant h-cGAS, ATP depletion, Kinase-Glo luminescence; inhibition, % at 12.5 µM; Q8N884; hit rate 0.081% among 290,000;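 further: 0% = vehicle reaction and 100% = reaction without DNA for no activity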
Target sequence (Q8N884 whole entry, looked up): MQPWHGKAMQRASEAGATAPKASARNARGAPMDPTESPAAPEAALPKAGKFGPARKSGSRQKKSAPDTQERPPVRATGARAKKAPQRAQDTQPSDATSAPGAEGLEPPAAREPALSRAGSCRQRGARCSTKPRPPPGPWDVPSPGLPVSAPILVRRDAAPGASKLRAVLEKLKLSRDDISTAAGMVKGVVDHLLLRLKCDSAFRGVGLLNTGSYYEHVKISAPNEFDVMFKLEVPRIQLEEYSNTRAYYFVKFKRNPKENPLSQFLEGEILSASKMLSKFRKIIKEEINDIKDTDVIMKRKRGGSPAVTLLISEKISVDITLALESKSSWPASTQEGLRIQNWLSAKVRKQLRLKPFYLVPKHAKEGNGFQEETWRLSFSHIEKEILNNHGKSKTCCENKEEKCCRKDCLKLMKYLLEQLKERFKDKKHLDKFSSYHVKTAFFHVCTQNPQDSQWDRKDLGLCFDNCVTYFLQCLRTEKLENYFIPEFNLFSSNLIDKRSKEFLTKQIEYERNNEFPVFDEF
mcGAS lum: mouse cGAS inhibition by luminescence; Q8C6L5; recombinant cGAS, Kinase-Glo ATP depletion luminescence; inhibition, % at 12.5 µM; hit rate 0.15% among 160,000;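 further: 0% = negative control wells and 100% = reference inhibitor with no enzyme activity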
Active calls of the source: *; / = no result given; & = joins results of further samples. Unless noted, no stated cut-off is given here; in the data, active means inhibition above about 40%; inactive means the rest. Random draw from the library, and some 0.26% of all compounds hit somewhere here.

SMILES	NPYLR7 ag	hcGAS inh	mcGAS lum
Brc1ccc(Nc2nc3ccccc3n3cnnc23)nc1	2	-5	-3
Cc1cccc(N2CC(NC(=O)c3cnc(C4CC4)[nH]c3=O)CC2=O)c1 (stereo not drawn)	3	-3	/
O=C(CSc1nnc(-c2ccccc2)n1-c1ccccc1)N/N=C\c1cccc(Cl)c1	-4	-7	/
CCc1ccc(OCC(=O)N2[C@@H]3CC[C@H]2CNC(=O)C3)cc1	3	-1	-11
Cc1nn(-c2ccccc2)c2nc(Cc3ccccc3)nc(N3CCN(C(=O)c4cccc(C(F)(F)F)c4)CC3)c12	0	-2	-3
Nc1nccc(Oc2ccc(NC(=O)c3c[nH]cc(-c4ccc(F)cc4)c3=O)cc2F)c1Cl	-6	-10	-9
COCCN(Cc1c(-c2ccccc2)noc1N1CCCCC1)C(=O)c1ccc(Cl)cc1	17	-4	-4
Cc1cccc(-c2ccc(C(=O)NC3CCN(C)C3)c(=O)[nH]2)c1 (stereo not drawn)	1	-2	/
CCOC(=O)N1CCN(C(=O)c2cc(-c3ccc(OC)cc3)nn2-c2ccc([N+](=O)[O-])cc2)CC1	15	-16	-6
C=CCNC(=O)CC1C(=O)NCCN1Cc1c(F)cccc1Cl (stereo not drawn)	11	-2	-9
Cc1cc2nc(N(Cc3ccccn3)C(=O)Cc3ccc(S(C)(=O)=O)cc3)sc2cc1C	25	4	/
CN1CCc2c(c3cc(Br)ccc3n2CC(=O)Nc2ccc3[nH]ncc3c2)C1	1	-2	/
CC1(Cc2ccc(C(F)(F)F)o2)C(=O)Nc2cc(-c3ccccc3Cl)ccc21 (stereo not drawn)	3	-4	-3
Cc1ccc2occ(/C=N\NC(=O)CCC(=O)Nc3cccc(C(=O)O)c3)c(=O)c2c1	-4	-3	/
CC(C)CN(Cc1ccsc1)C(=O)c1ccc2c(c1)ncn2CCO	5	-7	-9
Cc1ccc2nc(-c3ccccc3)c(NC(C)(C)CC(C)(C)C)n2c1	3	-7	-5
COc1cccc(C(=O)Nc2nnc(SCC3CC3)s2)c1	-4	-4	-5
O=S(=O)(N1CCN(c2ccccc2)CC1)C(F)(F)C(F)(F)C(F)(F)C(F)(F)F	13	-2	/
CCCCN(C)Cn1[nH]c(=O)ccc1=O	1	-4	-8
CCOC(=O)CSc1nnc(N2CCN(c3ccccc3OC)CC2)s1	-7	-9	-8
O=C(c1ccco1)c1conc1C(=O)c1ccc(Br)cc1	4	-7	/
COCCN(Cc1ccc(C)cc1)CC(O)COc1ccc(OC)cc1 (stereo not drawn)	3	-3	0
CCOC(=O)CSc1nc2c(-c3ccccc3)c[nH]c2c(=O)n1Cc1ccc(OC)cc1	-1	-6	-8
COc1cccc(C2=N/C(=C\C=C\c3ccccc3OC)C(=O)O2)c1	0	-4	/
NC(=O)c1cc2nc(-c3ccc(F)cc3)cc(C(F)(F)F)n2n1	-9	-6	-6

Single records (already shown). Screens in order: NPYLR7 ag | hcGAS inh | mcGAS lum
Shown for `O=C(c1ccco1)c1conc1C(=O)c1ccc(Br)cc1` = 4 | -7 | /
Shown for `Cc1ccc2occ(/C=N\NC(=O)CCC(=O)Nc3cccc(C(=O)O)c3)c(=O)c2c1` = -4 | -3 | /
Shown for `C=CCNC(=O)CC1C(=O)NCCN1Cc1c(F)cccc1Cl` (stereo not drawn) = 11 | -2 | -9
Shown for `CC1(Cc2ccc(C(F)(F)F)o2)C(=O)Nc2cc(-c3ccccc3Cl)ccc21` (stereo not drawn) = 3 | -4 | -3

Further results
SMILES	NPYLR7 ag	hcGAS inh	mcGAS lum
Cc1ccc(-n2cc(C(=O)O)c(=O)cc2C)c(C)c1	-1	-3	-3
C=CCNc1nc(C2(C)CC3(CC(COCCCCC)OC3=O)C(=O)O2)cs1 (stereo not drawn)	4	1	/
CNc1nnc(SCCOc2ccccc2)s1	-6	-4	2
FC(F)(F)c1ccccc1-n1c(-c2nccc3ccccc23)n[nH]c1=S	-6	3	-2
CN(C)NC1CCS(=O)(=O)C1 (stereo not drawn)	7	-5	-9
CC(C)C(=O)N(Cc1nccn1Cc1c(F)cccc1Cl)C1CC1	6	1	-5
Cc1nc2sccn2c1-c1nc(-c2ccc(Cl)cc2Cl)cs1	-1	-7	/
CC(=O)N1N=C(c2ccccc2Cl)OC1C(=O)NN1CCCC1 (stereo not drawn)	9	-9	/
CC(C)Oc1nc(-c2cccc(F)c2)n(-c2ccc(NC(=O)Cc3ccccc3)cc2)n1	21	-3	-7
CC1=NN(CCC(C)C)c2nc3c(c(=O)n(CCC(C)C)c(=O)n3C)n2C1	-7	-7	/
Cc1sc(NC2CCCC2)nc1-c1ccc(F)c(F)c1	5	-11	-5
CSc1nc2c([nH]c3ccccc32)c(=O)n1C	0	-7	-6
O=C(Cn1ccn2nc(-c3ccccc3)cc2c1=O)NCc1ccc(Cl)cc1	6	-6	-7
CC(=O)Nc1cccc(NC(=O)c2cn(-c3ccccc3)nc2-c2cccnc2)c1	13	-9	-7
COc1cc(C)c(S(=O)(=O)NC(C)C#N)cc1OC (stereo not drawn)	9	-11	-13
CCOc1ccccc1N1CCN(C(=O)Cc2csc(NC(=O)CN(CCOC)C(=O)c3ccccc3)n2)CC1	/	-12	-5
CCCc1c(C(=O)N2CCOCC2)nnn1-c1ccc(OC)cc1	4	-11	-8
Cc1ccc(C2CC(c3cccs3)=NN2C(=O)CCC(=O)O)o1 (stereo not drawn)	-6	-5	/
CSc1cc2c(cc1NCc1cnc(C)s1)OCCO2	5	-9	/
Cc1ccccc1OCCC(=O)NNC(=O)CC12CC3CC(CC(C3)C1)C2	17	-10	-16
CCNC(=O)N1[C@@H](c2ccccc2)[C@@H](C(=O)NC)C[C@]12CCCCN(CCO)C2=O	4	7	1
CCN1CCN(c2cc(-c3ccccc3)nc(SCc3ccc(C(=O)O)cc3)n2)CC1	9	-5	-5
Cn1cc(CN2CCC(C(O)c3nccn3C)CC2)c(-c2ccc3c(c2)OCCO3)n1 (stereo not drawn)	21	-7	/
Cc1nc(SCC(=O)c2ccc3c(c2)OCCO3)c2c3c(sc2n1)CCCC3	-3	-5	-6
Cc1ccc2oc(C(=O)N3CCCC(O)C3)c(C)c2c1 (stereo not drawn)	14	-10	/

(continued)
SMILES	NPYLR7 ag	hcGAS inh	mcGAS lum
CCNc1ncc(C(=O)N2CCC(c3[nH]ncc3-c3cccc(F)c3)CC2)cn1	14	-2	/
CC(=O)NC1=NN(C(C)=O)C2(S1)C(=O)N(Cc1ccc(OC(C)C)cc1)c1ccccc12 (stereo not drawn)	8	-1	-5
CNC(=O)C12CC3CC(CC(C3)C1)C2	7	-4	-8
CCOC(=O)CCC(=O)N1CCC(Cc2ccc(NC(C)=O)cc2)CC1	2	-5	-7
CC(=O)Nc1cccc(-c2ccc(C(=O)Nc3cccnc3)o2)c1	-4	-3	/
CN=c1scc(-c2ccc(Cl)cc2)n1N=Cc1ccc(C#N)cc1	4	-3	-5
Cc1ccc(Cl)c(Oc2cc(N3CCN(C(=O)c4ccc(C(F)(F)F)cc4)C(C)C3)ncn2)c1 (stereo not drawn)	-8	1	-5
CCCC(=O)OCC(O)CN(Cc1cccc(C)c1)Cc1ccco1 (stereo not drawn)	-1	-1	-2
CN1CCN(c2cc(-c3ccc(F)c(Cl)c3)nc3ccnn23)CC1	14	-2	-2
Cc1cc(C(=O)N2CCC3(CCCN(Cc4ccc(F)c(F)c4)C3)C2)no1 (stereo not drawn)	1	1	/
CC(C)C(=O)NC1CCN(c2ccccc2C(=O)N2CCCC2)CC1	-5	2	1
O=C1Nc2ccccc2C1=Nc1ccc(Br)cc1	3	-6	/
CC(=O)NC(C(=O)Nc1cnc2ccccc2c1)C1CCCC1 (stereo not drawn)	12	-12	-9
CN(C)c1cnccn1	-6	-1	/
CCOC(=O)C(C#N)C1(c2ccc(F)cc2)CCOC(C)(CC)C1 (stereo not drawn)	1	-4	-4
CCOc1ccc(-n2nnnc2CN2CCN(C(=O)c3cc(C)on3)CC2)cc1	-2	-5	-1
CCc1ccc(C2COCCN2c2ncnc3[nH]ncc23)o1 (stereo not drawn)	11	-8	/
Cc1cccc2c1NC1(CCN(S(=O)(=O)c3ccc(Br)cc3)CC1)NC2=O	-2	-2	-3
Cc1ccc(-c2cc(CC(=O)Nc3nc(C)cs3)no2)cc1	11	-5	-8
CC(C)(NC(=O)C1C2CCCC21)c1ccc2c(c1)OCCO2 (stereo not drawn)	-19	-11	/
CC(Sc1ncc2ccccn12)C(=O)NCc1ccco1 (stereo not drawn)	5	-3	/
Cc1noc(C)c1C(C)NC(=O)C(c1cc(Cl)cc(Cl)c1)N(C)C (stereo not drawn)	13	-6	/
Cc1ccc(Cn2nnc(C(=O)Nc3ccc(C)cc3C)c2N)cc1	3	-9	-8
COCCN(Cc1csc(COc2ccc(Cl)cc2)n1)C(=O)c1ccccc1F	/	-8	-5
CCc1cc2c(SCC(=O)c3[nH]c(C)c(C(C)=O)c3C)ncnc2s1	13	2	/

(list continues)
SMILES	NPYLR7 ag	hcGAS inh	mcGAS lum
CCCC1C(=O)N2C(N(C)C)=Nc3ccc(C)cc3N2C1=O (stereo not drawn)	9	-9	/
CCn1nc(CNC(=O)c2cccc(C3CCNC3)c2)c2ccccc21 (stereo not drawn)	1	2	/
O=C(NCC1CCCN(Cc2cccn2-c2cccnc2)C1)c1ccc(-c2ccccc2)cc1 (stereo not drawn)	9	-9	-11
CC1C(=O)N(c2ccc(F)cc2F)CCN1C(=O)Cc1ccccc1 (stereo not drawn)	0	-7	-8
COc1ccc(-c2nn(-c3ccccc3C)cc2CN2CCCO2)cc1F	8	-6	/
O=C(Cn1cnc([N+](=O)[O-])n1)Nc1ccc(Cl)c(Cl)c1	-7	1	1
O=c1[nH]c(SCc2cccc(Cl)c2)nc2c1cnn2CCO	3	-4	/
CCOC(=O)c1ccc(NC(=O)N2CCC3(CC2)C(=O)N(CC(=O)NCc2ccc4c(c2)OCO4)CN3c2ccccc2)cc1	-6	-8	-3
CN1CCn2c1nc(N1CCCCC1)nc2=O	11	-2	-2
CCC(CC)c1cc(CNC(=O)NC2CCCCC2O)on1 (stereo not drawn)	4	-9	/
O[C@H]1C[C@@H]2C[C@H](c3ccccn3)OC[C@]2(O)[C@@H]1NCCc1ccccc1	2	2	-8
COc1ccc(-c2ccc3c(c2)N(Cc2ccccc2Cl)C(=O)COC3)cn1	10	-5	/
CCN(CCn1cccn1)Cc1c(C(=O)N2CCCCCCC2)nc2sccn12	0	-7	/
CCc1ccccc1N1CCN(S(=O)(=O)c2ccc(Cl)cc2)C(C)C1=O (stereo not drawn)	7	4	-1
COC(=O)c1ccccc1NC(=O)N1CCc2ccccc2C1c1ccc(Cl)cc1 (stereo not drawn)	23	-5	-8
COc1cc(CO)ccc1OCC(=O)NCCc1ccc(F)cc1	-1	-1	-10
COc1ccc(-c2cnc3ncnn3c2N2CCCN(S(=O)(=O)c3ccc(C(F)(F)F)cc3Cl)CC2)cc1	/	-5	-6
CC(C)N(C(=O)/C=C/c1c(Cl)cccc1Cl)C(C)C	-2	4	/
CN(C)c1ccc(CNC(=O)c2ccc(Cl)cc2O)cn1	5	-7	/
CCCNC(=O)N(CCN(C)C)Cc1nccn1Cc1ccc(OC)cc1	19	-9	-6
Nc1nnc(-c2cccc(Cl)c2Cl)c(N)n1	-10&5	-3&-8	-3
CC(Oc1cccc(C#N)c1)C(=O)N1CCN(C2CCCC2O)CC1 (stereo not drawn)	8	-5	-7
Cc1ccc(Cc2nc(N3CCN(S(=O)(=O)c4ccc(Cl)c([N+](=O)[O-])c4)CC3)c3c(C)nn(-c4ccccc4)c3n2)cc1	/	-3	-3
CCc1nncn1C1CCN(S(=O)(=O)C2CC2)CC1	/	-12	-6
CC(C)S(=O)(=O)NC(=O)C1(C)CCN1C(=O)Cc1ccc(C(C)(C)C)cc1 (stereo not drawn)	-3	2	1

In a second layout: results already given
> O=c1[nH]c(SCc2cccc(Cl)c2)nc2c1cnn2CCO
  NPYLR7 ag: 3 | hcGAS inh: -4 | mcGAS lum: /

> CC(C)N(C(=O)/C=C/c1c(Cl)cccc1Cl)C(C)C
  NPYLR7 ag: -2 | hcGAS inh: 4 | mcGAS lum: /

> CCN(CCn1cccn1)Cc1c(C(=O)N2CCCCCCC2)nc2sccn12
  NPYLR7 ag: 0 | hcGAS inh: -7 | mcGAS lum: /

> CC(C)S(=O)(=O)NC(=O)C1(C)CCN1C(=O)Cc1ccc(C(C)(C)C)cc1 (stereo not drawn)
  NPYLR7 ag: -3 | hcGAS inh: 2 | mcGAS lum: 1

Following part
SMILES	NPYLR7 ag	hcGAS inh	mcGAS lum
C#CCOc1ccccc1CNC(=O)Nc1ccc(F)c(N2CCCC2=O)c1	-1	-5	/
Cc1cn2c3c(=O)n(Cc4c(F)cccc4Cl)c(=O)n(C)c3nc2n1Cc1ccco1	0	-4	-6
Cc1cc(C)c(S(=O)(=O)N2CCC3(CC2)C(=O)N(CC(=O)Nc2ccccc2)CN3c2ccccc2)c(C)c1	28	-11	-5
Cc1cc(NC(=O)COc2ccccc2C)n(-c2ncnc3c2cnn3-c2cccc(C)c2C)n1	4	-7	-10
N#CCOc1ccc2c3c(c(=O)oc2c1)CCC3	3	-7	-3
CCC(C)N(Cc1ccc(S(C)(=O)=O)cc1)Cc1ccsc1 (stereo not drawn)	5	-6	-24
CC(=O)c1c(C)[nH]c(C(=O)NC(C)c2ccc3ccccc3c2)c1C (stereo not drawn)	0	-7	/
CCCCCCN(C(=O)COCc1ccccc1)C(C)c1nc2ccccc2c(=O)n1-c1ccccc1OC (stereo not drawn)	15	0	-4
Cc1cc(C)c(NC(=O)CSc2ccc3nnc(-c4ccncc4)n3n2)c(C)c1	-6	-9	-7
O=c1cnnc(SCc2ccc(C(F)(F)F)cc2)[nH]1	-1	3	-5
